FXIIa inh: inhibitors of human coagulation factor XIIa. purified FXIIa, Boc-QGR-AMC fluorogenic substrate, 2 h. hit rate 0.3% among 220,000. inhibition, % at 5 µM. AID 800. P00748; in the data active = inhibition above about 40%;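 also: 0% = enzyme with no compound and 100% = blank without enzyme; many of its hits are not listed in these tables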
KLK5 inh: blocks human kallikrein 5 protease activity. recombinant hK5, fluorogenic AMC substrate cleavage. AID 873. hit rate 0.59% among 210,000. inhibition, % at 5 µM;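 active = inhibition of 40% or more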;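 also: 0% = enzyme controls without compound and 100% = no-enzyme blanks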
Target sequence (Q9Y337 67-293 limits assumed): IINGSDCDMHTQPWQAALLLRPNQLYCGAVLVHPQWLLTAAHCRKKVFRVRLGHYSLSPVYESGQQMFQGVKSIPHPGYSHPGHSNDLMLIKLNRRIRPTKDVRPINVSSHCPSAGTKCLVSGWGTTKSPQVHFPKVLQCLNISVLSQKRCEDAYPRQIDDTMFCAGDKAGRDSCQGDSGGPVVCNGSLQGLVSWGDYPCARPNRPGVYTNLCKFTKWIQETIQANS
p97 inhibitor: human p97 ATPase inhibition; hit rate 0.42% among 220,000; recombinant p97 ATPase, Kinase-Glo ATP luminescence, 3 h; P55072; inhibition, % at 8 µM; in the data active = inhibition above about 15%;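 also: 0% = DMSO vehicle and 100% = wells lacking enzyme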
Cl transport mod: KCC2 (human) Cl- transport modulation; Q9H2X9; KCC2 cells, thallium flux FluoZin-2 fluorescence; B-score of Tl+ flux slope (higher = more flux/activation; lower = inhibition) at 10 µM; hit rate 2.2% among 190,000; AID 1456;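 active = thallium flux slope and its plate-corrected score both differing from the plate sample mean at a set confidence after two filtering rounds, in either direction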;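 also: slope of fluorescence scaled to starting intensity during 10 to 20 s after thallium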
thrombin 1536: blocks human thrombin protease activity; P00734; alpha-thrombin, Boc-VPR-AMC fluorogenic substrate cleavage; inhibition, % at 5 µM; hit rate 0.26% among 220,000; AID 1046;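 active = inhibition at or above 40%; inactive = inhibition below 40%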;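 also: 0% = enzyme with no compound and 100% = wells without enzyme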
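signal = AMC fluorescence, 355/460 nm | material = human alpha-thrombin enzyme | control set = enzyme without compound as high, wells lacking enzyme as low | times = reaction at room temperature | read-out basis = percent inhibition scaled between no-compound controls and no-enzyme blanks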
PERK inh: blocks human PERK kinase. Q9NZJ5. hit rate 0.17% among 220,000. CHO PERK-DD fusion, SEAP luminescence translation reporter. inhibition, % at 5.6 µM;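 active = inhibition above the mean inhibition of all tested compounds plus 3 SD, set separately per screening campaign, cut at about 2.9% in these data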;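 also: PERK kinase domain activated by AP20187 dimerizer at 100 nM; 0% = DMSO with dimerizer and 100% = rapamycin at 8.4 µM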
Wee1 degr inh: blocks degradation of human Wee1 kinase | P30291 | HeLa Luc-Wee1K328M stability, luciferase luminescence; 100% = proteasome inhibitor MG132 effect | reporter increase, % at 5 µM | hit rate 1.2% among 220,000 | AID 1321;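 active = activation above the mean of all tested compounds plus 3 SD, set per screening run, cut at about 8.8% in these data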;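 also: cells exposed to compound for 20 h before luminescence read; 0% = DMSO alone and 100% = MG132 at 30 µM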
Furin inh: human furin inhibition; P09958; purified furin, fluorogenic substrate cleavage; inhibition, % at 30 µM; hit rate 0.061% among 220,000; in the data active = inhibition above about 25%; also: inactives centre near -15
FXIa inh: blocks human coagulation factor XIa protease activity | inhibition, % at 5 µM | hit rate 0.14% among 220,000 | purified FXIa, Boc-Glu-Ala-Arg-AMC fluorogenic substrate | P03951;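 active = inhibition of at least 40%; inactive = inhibition below 40%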;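 also: fluorescence of freed AMC excited at 355 nm; 0% = enzyme without compound and 100% = no enzyme blank; many of its hits are not listed in these tables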
Target sequence (P03951 19-387 limits assumed): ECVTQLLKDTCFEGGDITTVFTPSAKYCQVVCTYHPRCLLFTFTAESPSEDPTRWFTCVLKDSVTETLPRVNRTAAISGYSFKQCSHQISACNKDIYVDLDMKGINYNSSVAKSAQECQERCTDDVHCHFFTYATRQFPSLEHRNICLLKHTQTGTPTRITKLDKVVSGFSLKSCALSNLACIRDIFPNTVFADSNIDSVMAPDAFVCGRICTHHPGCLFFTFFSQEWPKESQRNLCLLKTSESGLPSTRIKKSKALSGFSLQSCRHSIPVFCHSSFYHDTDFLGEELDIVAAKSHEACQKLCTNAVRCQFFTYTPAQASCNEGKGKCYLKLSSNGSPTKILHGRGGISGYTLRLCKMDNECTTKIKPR
Target sequence (P03951 388-625 limits assumed): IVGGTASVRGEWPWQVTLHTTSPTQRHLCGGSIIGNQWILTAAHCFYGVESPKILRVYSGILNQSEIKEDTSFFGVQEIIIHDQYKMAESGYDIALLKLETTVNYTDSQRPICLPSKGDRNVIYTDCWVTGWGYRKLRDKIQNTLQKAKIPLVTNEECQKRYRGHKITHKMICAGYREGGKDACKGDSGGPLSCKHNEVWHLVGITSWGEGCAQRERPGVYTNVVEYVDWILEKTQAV
* hit, by the source's call; . = no result given; [ ] = dose if it differs, or a comment.

SMILES	FXIIa inh	KLK5 inh	p97 inhibitor	Cl transport mod	thrombin 1536	PERK inh	Wee1 degr inh	Furin inh	FXIa inh
Cc1ccc(-c2cc(C(=O)N3CCc4ccccc4C3)no2)cc1	3	-6	-6	0.31	2	-0.1	2	-6	-3
O=C(O)c1cc(-c2cccc([N+](=O)[O-])c2)nc2ccccc12	2	1	6	-0.0087	-2	0.2	-2	-11	-1
O=C(COC(=O)c1ccccn1)Nc1cccc(Cl)c1Cl	16	-30	-5	.	0	0.0	-1	-9	9
COc1ccc(-c2nc(C#N)c(N3CCC(C(N)=O)CC3)o2)cc1	-5	-38	-5	.	-3	-0.8	-1	-23[20 µM]	5
CCOc1cc(S(=O)(=O)NC2CCCCC2)ccc1F	-7	28	1	.	-7	0.1	-2	-22[20 µM]	-10
COc1ccc([N+](=O)[O-])cc1NC(=O)CSc1ccc2ccccc2c1	11	0	-9	0.71	0	-1.2	1	-19	11
COc1ccccc1NC(=O)Nc1ccc2c(c1)nnn2C	7	-23	1	-0.041	1	0.0	1	-9[20 µM]	6
O=C(NCC1CCCO1)C1CCN(C(=O)c2ccc(Cl)cc2)CC1 (stereo not drawn)	9	4	1	0.28	0	0.9	1	-22[20 µM]	9
CCOc1ccc(/C=N/NC(=O)c2ccc(Cn3cc(Br)cn3)o2)cc1	8	-22	1	-0.59	-3	0.8	2	-2	3
Cc1ccc(N2C(=O)C3C(C2=O)N2C(c4cccs4)C4C(=O)N(c5ccc(C)cc5)C(=O)C4N2C3c2cccs2)cc1 (stereo not drawn)	18	-4	5	-1.8	-13	0.0	6	-16	10
COC(=O)c1cc(NC(=O)C2COc3ccccc3O2)ccc1Cl (stereo not drawn)	3	-2	-2	.	-9	0.9	4	-9[20 µM]	7
Cc1ccc(CSc2nnc(-c3ccncc3)n2C)cc1	16	1	2	0.64	-1	0.2	-1	-20[20 µM]	2
CC(C)(C)Cc1nnc(NC(=O)CN2C(=O)c3ccccc3C2=O)s1	8	4	3	0.31	0	0.4	-2	-12	1
O=C(NCc1ccco1)C1(c2ccccc2)CCCC1	14	3	2	-0.54	-1	0.4	0	-31[20 µM]	-2
Cc1cc(NC(=O)CSc2nc(-c3ccco3)cc(C(F)(F)F)n2)no1	13	2	4	-1.3	4	0.6	6	-23[20 µM]	7
O=C(Nc1cccc2c1CCCC2)C1CCN(C(=O)NC2CCCCC2)CC1	13	6	3	.	2	-0.2	-1	-16	7
O=C(c1cc(COc2ccc(F)cc2Cl)on1)N1CCC(OCc2cccnc2)CC1	8	.	-4	.	-2	0.6	2	-10	3
Nn1c(SCc2ccc(F)cc2)nnc1-c1ccncc1	2	0	3	-0.89	2	0.5	6	-8	-3
Cc1ccc(C)c(C(=O)C(C)OC(=O)c2cccn2C)c1 (stereo not drawn)	5	3	-3	0.031	4	0.3	1	-15	2
Cc1ccccc1COc1ccc(/C=C(\C#N)C(N)=O)cc1	-3	-16	1	0.1	-5	1.0	4	-10	-6
NS(=O)(=O)c1cccc(NC(=O)c2cccs2)c1	14	1	3	0.36	0	1.1	4	-26	1
N#Cc1ccc(N2CCc3ccccc3C2)c([N+](=O)[O-])c1	7	0	-1	-0.97	0	0.3	0	-6	5
O=C(O)c1cccc(CSc2nnc(COc3ccccc3)o2)c1	-1	11	1	-1.8	-4	0.2	0	-10[20 µM]	-7
CC(C)C(=O)Nc1cc(C(F)(F)F)ccc1-n1ccnc1	-4	-15	-5	-0.061	-6	0.2	-2	-20	-7
c1n[nH]c(NCc2ccc3c(c2)OCO3)n1	1	-4	1	0.3	-2	-0.4	-1	-15	0
CC(C)(CO)NS(=O)(=O)c1ccc2c(c1)C(=NO)c1cc(S(=O)(=O)NC(C)(C)CO)ccc1-2	8	8	-4	1	-8	1.1	1	5	0
CCN(CC)S(=O)(=O)c1cc(NC(=O)C(C)N2CCN(Cc3ccc4c(c3)OCO4)CC2)ccc1C (stereo not drawn)	13	-13	-4	0.73	0	-0.6	-1	-24	7
COc1nc2ccc(C)cc2cc1-c1noc(-c2ccccc2)n1	-13	-9	3	-0.29	-7	1.0	-1	-19	-17
COCCNC(=O)CC(=O)N/N=C/c1cccc(C(=O)OC)c1	3	-3	-3	0.008	6	0.1	-3	-17	-7
CCc1cc(-c2n[nH]c(CCC(=O)O)c2-c2nc3ccccc3n2C)c(O)cc1O	5	1	2	0.81	-1	1.8	3	-9	-5
C(=C\CSc1ncn[nH]1)/CSc1ncn[nH]1	9	3	7	.	-2	0.0	-1	-14	0
CCOC(=O)c1c(-c2ccc(Cl)cc2)csc1NC(=O)CNCc1ccco1	12	8	-6	.	6	2.0	5	-17	7
COc1ccc(-c2csc(NC(=O)c3ccc(S(C)(=O)=O)cc3)n2)cc1	24	23	-6	0.081	3	-1.1	6	-3	33
Clc1ccc(-c2csc3ncnc(Cl)c23)cc1	7	-3	2	0.31	-7	0.3	4	-11	-7
CNC(=O)CSc1nnc(SCCC(=O)O)s1	10	-11	6	1.3	1	-0.8	-1	-16	9
O=C(Cn1cnc2c(nnn2Cc2ccccc2)c1=O)NCc1ccccc1Cl	5	3	2	-1.2	-2	-0.5	2	-11	1
O=C(NC(NC(=S)Nc1cccc(C(=O)O)c1)C(Cl)(Cl)Cl)OCc1ccccc1 (stereo not drawn)	13	-13	-3	-0.7	-5	0.4	0	-17	0
O=C(CCCCCn1c(=S)[nH]c2cc3c(cc2c1=O)OCO3)N1CCN(Cc2ccccc2)CC1	11	-10	-4	-1.7	0	-1.3	-1	-11[20 µM]	-7
O=C(NC1=NCCS1)c1sc2cc(F)ccc2c1Cl	9	-4	4	-0.3	-14	0.6	-1	6	8
CCOc1ccc(OCCOCCOc2ccccc2Cl)cc1	11	-12	-1	0.16	-1	1.6	4	-13	12
Cc1cc(C)nc(SCC(=O)N/N=C/c2cc(C)n(-c3ccccc3C)c2C)n1	12	-6	-1	-1.3	2	0.4	1	-10	18
Cc1ccc2nc(-c3cccnc3)cc(C(=O)Nc3ccc(F)cc3C)c2c1	-7	-22	1	-0.99	3	2.0	-1	-24	-5
O=C(c1ccc2c3n(nc2c1)-c1ccccc1CO3)N1CCCCC1	12	5	.	-2.5*	1	.	.	-37	5
CCS(=O)(=O)N1CCCC(C(=O)NC2CCC(C)CC2)C1 (stereo not drawn)	3	3	-7	.	-5	-0.3	-1	-8	-28
CC(=O)NNC(=S)NCCc1ccccc1	10	-3	7	-0.29	-23	1.2	2	-32	-6
CN(C)Cc1c(O)ccc2ccccc12	3	-8	9	0.64	-8	0.9	-2	-7	1
COc1ccccc1-c1nc2s/c(=C\c3cccs3)c(=O)n2n1	-15	-6	7	1.5	7	-0.1	-1	-8	5
O=S(=O)(Nc1ccccn1)c1cnc(Cl)c(Br)c1	6	-5	7	0.39	6	1.5	0	-21	8
O=S(=O)(c1cccs1)N1CCN(c2ccccn2)CC1	-3	0	5	-0.76	-1	0.6	-2	-29[20 µM]	-2
O=C(Nc1ccccc1N1CCOCC1)c1cccnc1Cl	1	-19	7	-0.67	3	1.9	0	-4	1
O=C(C1=NN[C@@H]2C(=O)N(c3cccc(F)c3)C(=O)[C@H]12)C(c1ccccc1)c1ccccc1	3	-9	3	0.046	-15	0.3	-2	-8	-2
COC(=O)c1nn(-c2c(C)n(C)n(-c3ccccc3)c2=O)cc1O	3	-3	4	1.2	-11	0.8	-3	-26	-4
COc1ccccc1NC(=O)c1cnc(Nc2ccccc2OC)c2ccccc12	15	25	-4	0.77	18	-1.4	4	-3	4
Cc1ccc(C)c(NC(=O)C(Sc2cccc[n+]2[O-])c2ccccc2)c1 (stereo not drawn)	7	1	-1	1.2	-3	0.7	0	-27	-1
CCOC(=O)c1sc(-c2ccccc2)cc1NC(=O)c1ccc(S(=O)(=O)N(CCOC)CCOC)cc1	7	-9	2	-0.0082	-4	1.0	-4	-18	3
COc1cccc(N(CC(=O)Nc2ccccc2C)S(C)(=O)=O)c1	3	-1	6	.	-1	-0.1	-3	-10	-4
Cc1cc([N+](=O)[O-])nn1CCCC(=O)Nc1sc2c(c1C(N)=O)CCC(C)C2 (stereo not drawn)	0	-17	2	-0.18	-8	0.5	0	-12	-1
CCCN(CCC)c1nc(N)c(C#N)c(CC#N)c1C#N	1	-2	-1	-0.0027	-4	-0.7	-1	-11[20 µM]	-5
CCc1nn(C(C)C(=O)N2CCN(Cc3ccccc3)CC2)c(=O)c2cc3occc3n12 (stereo not drawn)	2	-4	1	-1.7	-4	-0.4	1	-18	-4
CCc1ccc(NC(=O)C2CC=CCC2C(=O)O)cc1 (stereo not drawn)	13	-25	6	.	0	0.7	0	-14	0

Record cards (already shown):
O=C(C1=NN[C@@H]2C(=O)N(c3cccc(F)c3)C(=O)[C@H]12)C(c1ccccc1)c1ccccc1 is listed as FXIIa inh = 3; KLK5 inh = -9; p97 inhibitor = 3; Cl transport mod = 0.046; thrombin 1536 = -15; PERK inh = 0.3; Wee1 degr inh = -2; Furin inh = -8; FXIa inh = -2
Cc1cc([N+](=O)[O-])nn1CCCC(=O)Nc1sc2c(c1C(N)=O)CCC(C)C2 (stereo not drawn) is listed as FXIIa inh = 0; KLK5 inh = -17; p97 inhibitor = 2; Cl transport mod = -0.18; thrombin 1536 = -8; PERK inh = 0.5; Wee1 degr inh = 0; Furin inh = -12; FXIa inh = -1

Carrying on.
SMILES	FXIIa inh	KLK5 inh	p97 inhibitor	Cl transport mod	thrombin 1536	PERK inh	Wee1 degr inh	Furin inh	FXIa inh
CCN(c1ccccc1)S(=O)(=O)c1cc(C(=O)Oc2ccc3c(C)cc(=O)oc3c2)ccc1C	12	-45	-4	0.18	-2	0.9	0	-27	5
CCn1c(=O)cc(SCC(=O)N2CCN(C)CC2)c2ccccc21	1	-6	0	-3.9	-3	0.1	0	-15[20 µM]	-5
COc1ccc(C(=O)NCC(=O)NCC(c2ccco2)N(C)C)cc1OC (stereo not drawn)	10	-2	3	0.6	-12	0.8	3	-13	2
Cc1ccccc1NC(=O)C1C2CCCC1C2c1ccccc1 (stereo not drawn)	26	-22	1	-1.5	0	0.2	1	-8[20 µM]	18
CC(C)CC(NS(=O)(=O)c1cc(C(=O)O)ccc1Cl)C(=O)O (stereo not drawn)	7	-1	1	-0.24	-5	1.5	-3	-9	11
COc1ccc(N2C(=O)C(CN3CCCCC3)C2c2ccccc2)cc1 (stereo not drawn)	4	-3	2	-0.33	.	0.0	4	-22	-1
Cn1cccc1Cc1nnc(SCC(=O)Nc2nc3ccccc3s2)n1CCc1ccccc1	12	1	-10	.	-6	-1.0	-3	7	4
COC(=O)c1ccc(NC(=O)C2CCCO2)cc1 (stereo not drawn)	-12	13	3	-0.18	-5	0.8	-1	-5	-7
Cc1cc(Oc2ccc(Cl)cc2)nc(-c2ccccn2)n1	11	3	3	-0.39	3	1.0	0	-22	3
CCOC(=O)c1ccc(NC(=O)CCc2ccc(C)o2)cc1	11	-13	0	-1.1	-4	0.0	-1	-8	-2
O=C1CCCc2c1cc(-c1ccccc1)n2-c1ccc(O)cc1	18	-10	1	-0.012	-4	-0.4	3	3	16
O=C(c1cccc(NS(=O)(=O)c2ccc(F)c(F)c2)c1)N1CCN(C(c2ccccc2)c2ccccc2)CC1	3	-9	-2	-0.51	-3	0.9	-3	-19	4
O=C1CN(C(=O)c2ccco2)C(c2ccc(F)cc2)c2cc(Cl)ccc2N1 (stereo not drawn)	.	.	5	-0.84	.	0.2	2	-21[20 µM]	.
CN(CCc1ccccn1)S(=O)(=O)c1ccccc1F	.	.	0	.	.	0.3	4	-20	.
O=C1COc2ccc(C(=O)CCl)cc2N1	1	-3	10	.	-7	1.6	4	-22	1

Screening data: PubChem, several laboratories
